From PubChem BioAssay
FLuc counter = firefly luciferase modulation, counter-screen for miR-21 project | P08659 | AID 588342 | Potency, µM (series often up to 57.5 µM), for the others: at the highest dose activity change, negative = inhibition, most hits filed as inhibitors | 360,000 tested, 6.9% active | purified FLuc, Km substrates, luminescence inhibition;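 note: potency is the fitted concentration of half-maximal effect; plate controls were vehicle for no effect and reference inhibitor for full effect; nearly all actives have a fitted effect of over 55% in size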
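Biochemical qHTS of compounds, final roughly 60 µM downward over six points, against 10 nM purified firefly luciferase using Km concentrations of substrates (10 uM D-luciferin, 10 uM ATP) in Tris acetate pH 7.5 buffer; luminescence output.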
TRPV1 ag = agonists of human vanilloid receptor 1 (TRPV1); Q8NER1; TRPV1-expressing cells, Fluo-8 calcium influx, agonist mode; activation, % at 8.33 µM; 320,000 tested, 0.19% active; AID 540275; in the data active = activation above about 80%; inconclusive = between about 30% and that limit; note: 0% is about no effect
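Fluo-8 calcium influx in TRPV1-expressing cells, kinetic read (ex 480/em 520 nm). Compound added and read 3 min for agonist activity, followed by capsaicin at EC20 final and 2 min further read for enhancement.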
NPC1 prom act = activates the NPC1 promoter | 320,000 tested, 2.4% active | AID 485313 | Huh7 NPC1 promoter luciferase reporter, 24 h | Potency, µM (doses to about 9.22 µM), for the others: at the top dose activation, most hits filed as activators;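 note: potency is the fitted concentration of half-maximal effect; % of control where 0% means no effect; nearly all actives have a fitted effect of over 60% in size; reporter is driven by a mutant NPC1 promoter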
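Huh7 cells stably carrying NPC1 promoter–luciferase, plated in Opti-MEM with 10% FBS for 2 h, were exposed to compound in DMSO for 24 h at 37 °C; luciferase reagent was added for 10 min and luminescence read.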
Rab9 prom act = Rab9 promoter activation. 320,000 tested, 2.8% active. Huh7 Rab9 promoter-luciferase reporter, luminescence, 24 h. Potency, µM (top dose mostly 9.22 µM), for inactives: at the highest dose activation, negative = inhibition, most hits filed as activators. AID 485297; note: potency is the fitted concentration of half-maximal effect; % of control where 0% means no effect; nearly all actives have a fitted effect of over 60% in size
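Huh7 cells stably carrying Rab9 promoter–luciferase reporter, plated 1500 cells/well, compound added after 2 h and incubated 24 h at 37 °C; luciferase luminescence then read after 10 min with detection reagent.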
BRCA1 expr act = BRCA1 expression activation | MCF7-BRCA1-FFLuc reporter, luminescence, 48 h; response scale: scaled: vehicle 0%, 10 µM genistein 100% | Potency, µM (titrated, usually from 46.1 µM), for the others: at the top dose activation, hits mostly activators | 380,000 tested, 1.1% active; note: potency is the fitted concentration of half-maximal effect; nearly all actives have a fitted effect of over 80% in size; some results filed as inactive show a strong effect at the top dose
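Quantitative HTS in MCF7 cells stably reporting BRCA1 expression via firefly luciferase. Compound treatment lasts 48 h at 37 °C in phenol-red free MEM. Activation is expressed relative to genistein at 10 microM and DMSO.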
VP16 counter = Gal4-VP16 reporter inhibition counter-screen; 310,000 tested, 3.5% active; Potency, µM (series often up to 53.6 µM), for the others: at the top dose activity, negative = inhibition, hits mostly inhibitors; AID 2546; Drosophila S2 Gal4-VP16 UAS-luciferase, luminescence, 20 h;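 note: Gal4-VP16 expression switched on by copper sulfate through the metallothionein promoter; potency is the fitted concentration of half-maximal effect; % is set by controls: 0 for no effect and ±100 for the full control effect; nearly all actives have a fitted effect of over 50% in size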
ELG1 repair inh = inhibitors of ELG1-dependent DNA repair in HEK293T cells; HEK293T ELG1-luciferase reporter, luminescence, 16 h; DNA damage induced by 5-fluorouridine; Potency, µM (series often up to 46.1 µM), for the others: at the highest dose activity change, negative = inhibition, hits mostly inhibitors; 330,000 tested, 2.3% active; note: potency is the fitted concentration of half-maximal effect; % is set by controls: 0 for no effect and ±100 for the full control effect; nearly all actives have a fitted effect of over 55% in size
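Luminescence from the luciferase reporter, measured 30 min after ONE-Glo reagent at room temperature, was the read-out. Beforehand, 2,000 cells per well were exposed for 16 hr at 37 °C to 5-fluorouridine together with compound or vehicle.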
p53 reactivator = mutant p53 re-activation in reporter cells; H1299 p53-A138V BP100-luciferase reporter, luminescence, 24 h; Potency, µM (series often up to 92.2 µM), for inactives: at the highest dose activity change, positive = activation, hits mostly activators; 320,000 tested, 0.063% active; note: potency is the fitted concentration of half-maximal effect; % of control where 0% means no effect; nearly all actives have a fitted effect of over 45% in size
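p53-null H1299 cells stably carrying temperature-sensitive p53-A138V and a BP100-luciferase reporter were pinned with compounds (4-point, 1:5 series) and held 24 hrs at 37 deg C. Luminescence was read 10 min after detection reagent.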
ELG1 genotoxic = inducers of genotoxicity in HEK293T ELG1-luciferase cells | HEK293T ELG1-luciferase reporter, luminescence, 16 h | Potency, µM (doses to about 46 µM), for inactives: at the highest dose activity change, positive = activation, hits mostly activators | 330,000 tested, 1.3% active; note: potency is the fitted concentration of half-maximal effect; % of control where 0% means no effect; nearly all actives have a fitted effect of over 60% in size
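After overnight (16 hr) compound treatment at 37 °C, ELG1-luciferase HEK293T cells were lysed with ONE-Glo; luminescence quantified 30 min later at room temperature.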
Tb PFK inh = inhibitors of T. brucei phosphofructokinase; O15648; T. brucei PFK, ADP-Glo luminescence; Potency, µM (top dose mostly 57.5 µM), inactives show at the top dose activity, negative = inhibition, actives largely listed as inhibitors; 330,000 tested, 0.17% active;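 note: potency is the fitted concentration of half-maximal effect; 0% = uninhibited 1x PFK enzyme wells and -100% = no-enzyme wells; nearly all actives have a fitted effect of over 60% in size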
Target sequence (O15648 whole entry, looked up): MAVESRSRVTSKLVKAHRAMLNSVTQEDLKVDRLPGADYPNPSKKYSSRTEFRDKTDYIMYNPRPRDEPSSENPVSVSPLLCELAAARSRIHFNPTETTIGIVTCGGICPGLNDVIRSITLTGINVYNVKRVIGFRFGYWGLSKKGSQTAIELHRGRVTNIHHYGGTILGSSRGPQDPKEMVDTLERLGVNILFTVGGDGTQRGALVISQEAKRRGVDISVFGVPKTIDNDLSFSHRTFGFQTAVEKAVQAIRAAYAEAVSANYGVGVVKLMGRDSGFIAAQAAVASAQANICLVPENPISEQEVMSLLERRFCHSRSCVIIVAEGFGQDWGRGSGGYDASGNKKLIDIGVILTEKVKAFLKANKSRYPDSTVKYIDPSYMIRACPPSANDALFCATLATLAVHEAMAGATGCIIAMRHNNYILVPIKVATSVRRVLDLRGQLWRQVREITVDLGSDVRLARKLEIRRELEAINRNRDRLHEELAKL
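Luminescent ADP detection (ADP-Glo, two-step: ATP depletion then ADP-to-ATP conversion for luciferase) reported PFK activity after 45 min room-temperature reaction of 1.25 nM enzyme with 0.5 mM F6P and 0.1 mM ATP at pH 8.0.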
RORgamma inh = blocks mouse ROR gamma transcriptional activity. Drosophila S2 Gal4-RORgamma UAS-luciferase reporter, 20 h. Potency, µM (titrated, usually from 53.6 µM), for inactives: at the highest dose activity change, negative = inhibition, usual class: inhibitors. 310,000 tested, 5.4% active; note: potency is the fitted concentration of half-maximal effect; % is set by controls: 0 for no effect and ±100 for the full control effect; nearly all actives have a fitted effect of over 60% in size
Target sequence (P51450 whole entry, looked up, the tested form may be a part): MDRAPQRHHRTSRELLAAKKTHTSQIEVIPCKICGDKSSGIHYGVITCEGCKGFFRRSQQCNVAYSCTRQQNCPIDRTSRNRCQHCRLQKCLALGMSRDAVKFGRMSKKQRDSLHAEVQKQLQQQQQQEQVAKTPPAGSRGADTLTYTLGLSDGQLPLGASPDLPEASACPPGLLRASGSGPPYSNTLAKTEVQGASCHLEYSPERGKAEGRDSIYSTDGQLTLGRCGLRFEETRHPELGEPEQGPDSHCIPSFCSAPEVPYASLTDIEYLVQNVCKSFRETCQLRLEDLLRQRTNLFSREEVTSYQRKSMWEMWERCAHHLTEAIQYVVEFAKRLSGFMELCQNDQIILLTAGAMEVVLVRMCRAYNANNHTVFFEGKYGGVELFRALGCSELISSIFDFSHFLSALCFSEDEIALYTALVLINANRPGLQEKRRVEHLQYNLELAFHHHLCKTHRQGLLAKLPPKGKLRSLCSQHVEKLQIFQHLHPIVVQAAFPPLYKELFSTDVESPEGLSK
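ROR gamma transcriptional activity was tracked as Gal4-UAS luciferase output in stably transfected Drosophila Schneider cells, with compound added 1 hr before 700 uM copper sulfate induction and a 20 hr ambient-temperature incubation.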
* marks the source's active call; other numbers are inactive results; u = inconclusive; x = no result given; & = joins results of further samples; [ ] = remark or other dose. Unless noted, calls come from the whole dose curve; as a rule, active = well fitted curve in the direction sought with a large enough effect; inconclusive = small, poorly fitted or top-dose-only effect, or another doubt; inactive = no such curve, though single readings can be large; an effect the other way counts as inactive or inconclusive.

SMILES	FLuc counter	TRPV1 ag	NPC1 prom act	Rab9 prom act	BRCA1 expr act	VP16 counter	ELG1 repair inh	p53 reactivator	ELG1 genotoxic	Tb PFK inh	RORgamma inh
OC(CNC1CCCc2ccccc21)COc1ccc2ccccc2c1 (centres undefined)	4%	2	-2%	-3%	-20%	2%	-15%	15%	-4%	0%	-1%
COc1[nH]c(/N=C/c2ccccc2)c(C#N)c1C#N	u	2	2%	2%	0%&12%	-8%	u	-5%	0%	-2%	9%
CCOC(=O)C1(CC)NC(c2ccco2)C2C(=O)N(C)C(=O)C21 (centres undefined)	-1%	-1	0%	-4%	-1%	1%	1%	4%	-1%	-3%	-23%
Cc1ccc2[nH]c(=O)c(CN(Cc3ccco3)C(=O)CN3CCCC(C)C3)cc2c1 (centres undefined)	-1%	6	-10%	2%	-1%	-2%	11%	-1%	1%	-6%	-10%
N#CC(C#N)=CC1=C2OC(c3ccccc3)=CC(c3ccccc3)=C2CCC1	-18%	1	0%	1%	3%	-1%	0%	-1%	8%	-1%	4%
Cn1cc(C(=O)NCCN2CCN(c3cccc(Cl)c3)CC2)c2c3ccccc3n(C)c2c1=O	1%	1	2%	-3%	-12%	2%	u	-9%	-5%	-7%	-16%
CN(C)C(=O)CCc1ccc2c3c([nH]c2c1)[C@]1(CCc2ccccc2)[C@@H](C(=O)N2CCCCC2)C[C@H](CC(=O)NCCCn2ccnc2)C(=O)N1CC3	x	x	x	x	7%	x	4%	0%	6%	7%	x
N=c1sccn1CC(=O)Nc1ccc(S(N)(=O)=O)cc1	0%	0	-1%	5%	-8%	-9%	-7%	7%	-7%	5%	-6%
Cc1[nH]n(-c2cccc(Cl)c2)c(=O)c1C=NC12CN3CN(CN(C3)C1)C2	-1%	-2	-1%	2%	2%	4%	-10%	1%	1%	3%	0%
CCN1CCCc2cc(CN(CCN3CCOCC3)C(=O)Nc3ccc(C)c(C)c3)ccc21	-1%	23	5%	12%	-7%	1%	u	-3%	-9%	1%	18%
O=C(CC1OC(=O)c2ccccc21)Nc1cccc(S(=O)(=O)N2CCCCCC2)c1 (centres undefined)	1%	3	2%	10%	-22%	6%	u	-7%	-17%	1%	8%
COC(=O)C1CCN(c2cc(=O)n(-c3ccccc3Cl)c(=O)[nH]2)CC1	5%	2	1%	u	0%	-6%	2%	7%	-1%	0%	1%

At a glance, some entries already given.
SMILES	FLuc counter	TRPV1 ag	NPC1 prom act	Rab9 prom act	BRCA1 expr act	VP16 counter	ELG1 repair inh	p53 reactivator	ELG1 genotoxic	Tb PFK inh	RORgamma inh
OC(CNC1CCCc2ccccc21)COc1ccc2ccccc2c1 (centres undefined)	4%	2	-2%	-3%	-20%	2%	-15%	15%	-4%	0%	-1%
COc1[nH]c(/N=C/c2ccccc2)c(C#N)c1C#N	u	2	2%	2%	0%&12%	-8%	u	-5%	0%	-2%	9%
CCOC(=O)C1(CC)NC(c2ccco2)C2C(=O)N(C)C(=O)C21 (centres undefined)	-1%	-1	0%	-4%	-1%	1%	1%	4%	-1%	-3%	-23%
Cc1ccc2[nH]c(=O)c(CN(Cc3ccco3)C(=O)CN3CCCC(C)C3)cc2c1 (centres undefined)	-1%	6	-10%	2%	-1%	-2%	11%	-1%	1%	-6%	-10%
N#CC(C#N)=CC1=C2OC(c3ccccc3)=CC(c3ccccc3)=C2CCC1	-18%	1	0%	1%	3%	-1%	0%	-1%	8%	-1%	4%

Additional structures follow:
SMILES	FLuc counter	TRPV1 ag	NPC1 prom act	Rab9 prom act	BRCA1 expr act	VP16 counter	ELG1 repair inh	p53 reactivator	ELG1 genotoxic	Tb PFK inh	RORgamma inh
O=C(Nc1ccc(Cl)cn1)c1cccc(S(=O)(=O)N2CCCC2)c1	1%	-1	2%	12%	-6%	u	0%	14%	-8%	4%	45%
COc1ccc(C2CC3CC(c4ccccc4)N2O3)cc1 (centres undefined)	-10%	0	7%	18%	1%	-1%	14%	-1%	-1%	-6%	33%
CCCCOC(=O)C[N+](C)(C)CCOC1CC2CCC1(C)C2(C)C (centres undefined)	2%	1	-4%	-5%	-34%	u	u	-6%	-6%	1%	39%
O=C(Nc1ccc(O)c(C(=O)O)c1)c1cccc(NC(=O)c2ccco2)c1	11µM*	-4	-1%	-5%	30%	u	3%	x	-1%	1%	-28%
O=C(CN(Cc1ccccc1)C1=NCCS1)c1ccc(Cl)cc1	-2%	19	2%	0%	3%	0%	12%	-11%	-4%	-4%	13%
COc1ccc(CNC(=O)COC(=O)c2ccc(Br)cc2)cc1	-3%	u	-1%	0%	0%	-7%	13%	29%	-3%	-2%	-6%
Cc1noc(C)c1COC(=O)C1CCN(S(=O)(=O)c2ccc(F)cc2)CC1	8%	-4	-1%	2%	-10%	x	12%	2%	-5%	0%	x
Cc1ccc(NC(=O)CCC(=O)c2ccc(Cl)s2)nc1	0%	6	-5%	-2%	3%	x	u	18%	0%	-26%	x
Cc1nnc(Nc2ccc(Cl)cc2)n(N)c1=O	-1%	5	0%	0%	26%	4%	5%	-3%	3%	-5%	-4%
CN(C#N)c1nc(Cl)nc(Nc2cccc(Cl)c2)n1	-1%	-3	1%	2%	-11%	4%	-1%	-1%	2%	12%	-16%
O=C(NCC1CCCN(Cc2cccc(F)c2)C1)c1cccc2ccccc12 (centres undefined)	0%	-2	-1%	1%	6%	4%	u	x	-7%	-2%	-14%
O=C(CCC(=O)NC1CC1)Nc1nnc(C2CCCCC2)s1	-6%	6	3%	12%	-12%	13%	14%	5%	3%	1%	-9%

Copied from the list.
For TRPV1 ag, O=C(Nc1ccc(Cl)cn1)c1cccc(S(=O)(=O)N2CCCC2)c1 reads -1
For p53 reactivator, O=C(CN(Cc1ccccc1)C1=NCCS1)c1ccc(Cl)cc1 reads -11%

Other compounds follow:
SMILES	FLuc counter	TRPV1 ag	NPC1 prom act	Rab9 prom act	BRCA1 expr act	VP16 counter	ELG1 repair inh	p53 reactivator	ELG1 genotoxic	Tb PFK inh	RORgamma inh
COc1ccc(CNS(=O)(=O)c2ccc(-n3cnnn3)c(C)c2)cc1	4%	6	-4%	-1%	-18%	-11%	-12%	3%	-3%	3%	37%
Cc1cccc(C)c1NC(=O)C(=O)NCc1ccccn1	0%	-1	3%	0%	1%	-6%	2%	-2%	1%	-1%	11%
Cc1ccc(NC(=O)CCC(=O)NNC(=S)Nc2ccc(F)cc2F)cc1C	-2%	14	0%	1%	4%	-16%	10%	-8%	-5%	5%	-31%
O=C1c2cc(N3CCCC3)c([N+](=O)[O-])cc2C(=O)N1c1ccccc1	6%	-5	0%	-13%	-22%	-5%	-3%	-9%	-1%	-9%	21%
CCOc1ccc(CCNC(=O)C2CCN(C(=O)N(C)C)CC2)cc1OCC	-1%	13	-1%	1%	-5%	-3%	11%	4%	0%	-2%	7%
CCN(C(=O)COC(=O)/C=C/c1ccccc1)C1CCCCC1	7%	18	-5%	1%	7%	-8%	3%	0%	-2%	0%	16%
c1ccc(-c2onc(-c3ccco3)c2-c2ccc3[nH]ccc3c2)cc1	19µM*	8	-1%	4%	-23%	-24%	12%	3%	-2%	-3%	34%
COc1nc(OC)nc(N2CCC(C(=O)NCc3cccs3)CC2)n1	1%	5	1%	6%	-12%	-11%	u	-1%	-5%	-1%	-30%
O=C(COC(=O)c1cnccn1)Nc1ccc(Cl)cn1	4%	0	-1%	1%	-21%	x	5%	6%	-7%	-9%	x
Cc1ccc(NC(=O)C2CC2c2ccccc2)cc1 (centres undefined)	u	u	23%	22%	16%	u	u	x	13%	7%	45%
COc1ccc(N2CCN(C(=O)CCc3ccc(S(=O)(=O)NCC(C)C)cc3)CC2)cc1	4%	-1	-5%	-17%	-40%	u	u	-1%	-2%	6%	u
Oc1c(CN2CCN(c3ccc(F)cc3)CC2)cc(Cl)c2cccnc12	0%	4	-23%	-38%[inhibitor]	-78%	u	u	u	u	1%	0.56µM*
O=C(NCc1ccc2c(c1)OCO2)c1cc(S(=O)(=O)N2CCCCC2)ccc1F	2%	23	-2%	-5%	3%	0%	-11%	-3%	1%	2%	u
N#C/C(=C\c1ccc[nH]1)C(=O)Nc1ccccc1[N+](=O)[O-]	-7%	9	u	u	3%	20%	u	-7%	u	u	11%
O=C(O)c1ccccc1C(=O)N(Cc1ccccc1)Cc1ccccc1	5%	-3	0%	-4%	-15%	0%	-4%	-2%	-5%	-3%	39%
COc1ccc(-c2nc(CN3CCC(C(=O)N4CCOCC4)CC3)c(C)o2)cc1OC	-1%	-2	-6%	1%	-1%	-2%	14%	0%	2%	3%	-2%
CC(=O)N1c2ccc(S(=O)(=O)N3CCCC(C(=O)N4CCC(C)CC4)C3)cc2CC1C (centres undefined)	-1%	24	-2%	-18%	-27%	-15%	-8%	x	-1%	-1%	-30%
